N370S GC: qHTS Assay for Inhibitors and Activators of N370S glucocerebrosidase as a Potential Chaperone Treatment of Gaucher Disease. AID 2101, 2009. Potency, µM (top dose mostly 59.4 µM), inactives show top-dose activity change, negative = inhibition, hits mostly inhibitors. Lysosomal acid glucosylceramidase (Homo sapiens), P04062. N370S GC spleen homogenate, 4MU-glucoside fluorescence. 0.092% of 330,000 active;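 note: 0% = full enzyme activity and -100% = no enzyme basal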
DT40 TDP1 no CPT: qHTS for Inhibitors of human tyrosyl-DNA phosphodiesterase 1 (TDP1): qHTS in cells in absence of CPT; DT40 Tdp1-/- hTDP1 cells, no CPT, ATP luminescence, 48 h; Potency, µM (series often up to 46.2 µM), for the others: top-dose activity change, negative = growth inhibition, hits mostly inhibitors; 15% of 420,000 active; AID 686978, 2013; note: nearly all actives have a fitted effect of over 55% in size
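A cellular qHTS used chicken DT40 cells lacking endogenous Tdp1 but carrying stably transfected human TDP1. Compounds were applied without camptothecin, and cell growth kinetics were judged by ATP-dependent luminescence after ≥48 hr.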
TDP1 block: qHTS Assay for Inhibitors of Tyrosyl-DNA Phosphodiesterase (TDP1); Tyrosyl-DNA phosphodiesterase 1 (Homo sapiens), Q9NUW8; recombinant TDP1, AlphaScreen DNA substrate cleavage; Potency, µM (titrated, usually from 130 µM), for the others: at the top dose activity change, negative = inhibition, most hits filed as inhibitors; 0.28% of 350,000 active; AID 485290, 2010; note: nearly all actives have a fitted effect of over 40% in size
Target sequence (Q9NUW8 whole entry, looked up): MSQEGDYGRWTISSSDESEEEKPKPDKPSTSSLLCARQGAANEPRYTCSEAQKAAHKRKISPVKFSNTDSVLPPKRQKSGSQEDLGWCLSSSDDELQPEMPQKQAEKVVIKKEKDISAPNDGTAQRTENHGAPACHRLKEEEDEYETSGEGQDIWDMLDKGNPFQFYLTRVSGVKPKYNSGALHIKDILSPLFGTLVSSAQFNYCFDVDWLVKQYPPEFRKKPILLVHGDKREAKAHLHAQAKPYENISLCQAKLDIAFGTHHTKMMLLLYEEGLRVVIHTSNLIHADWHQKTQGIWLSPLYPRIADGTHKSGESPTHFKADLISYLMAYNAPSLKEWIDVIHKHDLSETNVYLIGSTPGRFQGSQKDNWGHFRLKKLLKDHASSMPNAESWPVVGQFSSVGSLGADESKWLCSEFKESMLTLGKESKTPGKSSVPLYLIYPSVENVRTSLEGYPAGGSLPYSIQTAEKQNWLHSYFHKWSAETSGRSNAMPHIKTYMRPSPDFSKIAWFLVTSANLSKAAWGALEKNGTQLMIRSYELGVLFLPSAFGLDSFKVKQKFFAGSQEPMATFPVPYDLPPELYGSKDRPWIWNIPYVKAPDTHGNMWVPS
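E. coli-derived human Tdp1, 1 nM final. Cpd preinc 15 min RT; substrate 15 nM final, 5 min RT; AS bead mix 10 ug/ml final, 10 min RT. Signal loss = tyrosine-FITC cleavage. No-enzyme wells = max signal.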
* marks the source's active call; other numbers are inactive results; & = joins results of further samples; [ ] = another dose, or the depositor's remark. Calls come from the whole dose curve; as a rule, active = well fitted curve in the direction sought with a large enough effect; inconclusive = small, poorly fitted or top-dose-only effect, or another doubt; inactive = no such curve, though single readings can be large; an effect the other way counts as inactive or inconclusive. Unless noted, % is set by controls: 0 for no effect and ±100 for the full control effect; potency is the fitted concentration of half-maximal effect.

Results for CC1=C(C)C(=O)OC(C(C)C2CCC3C4CC=C5CC(OC6OC(COC7OC(CO)C(O)C(O)C7O)C(O)C(O)C6O)CC(O)C5(C)C4CCC23C)C1 (stereo not given) ?
N370S GC: 1.4%; DT40 TDP1 no CPT: inconclusive; TDP1 block: -5.1%

How did CCOC(=O)c1ccc(NC(=O)Cn2c3ncccc3c(=O)n2-c2ccc(C)c(C)c2)cc1 do in these assays?
DT40 TDP1 no CPT: inconclusive; TDP1 block: 5.3%

Results for CCCn1nc(C(=O)Nc2ccc3c(c2)OCCO3)c2ccccc2c1=O ?
DT40 TDP1 no CPT: inconclusive; TDP1 block: 3.0%

Results for CCN(CC)C1CCN(Cc2c(C(=O)N3CCCCCCC3)nc3ccc(Cl)cn23)C1 (stereo not given) ?
N370S GC: -14.9%; DT40 TDP1 no CPT: -0.6%; TDP1 block: 1.4%

What do the screens show for `CC(C(=O)NCC1CCCCC1)N(C)Cc1ccc(Cl)cc1` (stereo not given)?
N370S GC: 6.1%; DT40 TDP1 no CPT: 18.4µM*; TDP1 block: 4.6%

What do the screens show for `COCCNC(=O)c1ccc2c(c1)nc(C)n2-c1cc(OC)c(OC)c(OC)c1`?
N370S GC: 6.0%; DT40 TDP1 no CPT: 7.4%; TDP1 block: inconclusive

How did O=C(O)c1cc(S(=O)(=O)N2CCCc3ccccc32)ccc1Cl do in these assays?
N370S GC: -2.9%; DT40 TDP1 no CPT: 0.1%

What do the screens show for `COc1ccccc1NC(=O)CN(c1ccc(C23CC4CC(CC(C4)C2)C3)cc1)S(C)(=O)=O`?
N370S GC: 11.1%; DT40 TDP1 no CPT: 14.6µM*; TDP1 block: 4.9%

Results for Cc1ccc(C(=O)CSc2cnc3ccccc3n2)cc1C ?
N370S GC: 18.6%; DT40 TDP1 no CPT: inconclusive; TDP1 block: 2.2%

How did CCOC(=O)C1=NN(c2ccc([N+](=O)[O-])cc2)CC1C(=O)OC (stereo not given) do in these assays?
N370S GC: 26.4%; DT40 TDP1 no CPT: -0.8%; TDP1 block: 0.0%

How did Cc1c(N=c2scc(-c3ccccc3)n2CCO)c(=O)n(-c2ccccc2)n1C do in these assays?
N370S GC: -3.7%; DT40 TDP1 no CPT: inconclusive; TDP1 block: 2.6%

What do the screens show for `CC(C)(C)OC(=O)N/N=C/c1c[nH]c2ccccc12`?
N370S GC: 24.7%; DT40 TDP1 no CPT: -21.2%; TDP1 block: -2.6%

Results for O=C(Nc1ccc(C(=O)O)cc1)/C(=C\c1ccco1)NC(=O)c1ccco1 ?
N370S GC: -2.4%; DT40 TDP1 no CPT: -6.4%; TDP1 block: -7.1%

What do the screens show for `COc1cccc(NC(=O)CN2C(=O)C3(OCCCO3)c3ccccc32)c1`?
N370S GC: 6.6%; DT40 TDP1 no CPT: -5.4%; TDP1 block: 2.0%

How did CC1Cc2cc(S(=O)(=O)NCCc3ccccc3)ccc2N1C(=O)C1CC1 (stereo not given) do in these assays?
N370S GC: -10.6%; DT40 TDP1 no CPT: 14.6µM*; TDP1 block: 4.7%

Arranged by number of heavy atoms (falling): some entries from above
What do the screens show for `COc1ccccc1NC(=O)CN(c1ccc(C23CC4CC(CC(C4)C2)C3)cc1)S(C)(=O)=O`?
N370S GC: 11.1%; DT40 TDP1 no CPT: 14.6µM*; TDP1 block: 4.9%

Results for CCN(CC)C1CCN(Cc2c(C(=O)N3CCCCCCC3)nc3ccc(Cl)cn23)C1 (stereo not given) ?
N370S GC: -14.9%; DT40 TDP1 no CPT: -0.6%; TDP1 block: 1.4%

How did Cc1c(N=c2scc(-c3ccccc3)n2CCO)c(=O)n(-c2ccccc2)n1C do in these assays?
N370S GC: -3.7%; DT40 TDP1 no CPT: inconclusive; TDP1 block: 2.6%

How did CC1Cc2cc(S(=O)(=O)NCCc3ccccc3)ccc2N1C(=O)C1CC1 (stereo not given) do in these assays?
N370S GC: -10.6%; DT40 TDP1 no CPT: 14.6µM*; TDP1 block: 4.7%

How did O=C(O)c1cc(S(=O)(=O)N2CCCc3ccccc32)ccc1Cl do in these assays?
N370S GC: -2.9%; DT40 TDP1 no CPT: 0.1%

Other records follow.
What do the screens show for `CC1(C)CC(=O)C(C=NCCN2CCN(C3CC(=O)N(c4ccc(F)cc4)C3=O)CC2)=C(O)C1` (stereo not given)?
N370S GC: 4.0%; DT40 TDP1 no CPT: 5.4%; TDP1 block: -1.2%

Results for O=C(O)/C=C/C(=O)NNC(=O)c1ccccc1Br ?
N370S GC: 4.9%; DT40 TDP1 no CPT: -2.4%; TDP1 block: 3.1%

How did COc1ccc(S(=O)(=O)NCCN2CCOCC2)cc1Br do in these assays?
N370S GC: -3.8%; DT40 TDP1 no CPT: -1.3%; TDP1 block: 1.9%

Results for COc1cc(NC(=O)CN(C)CCOc2ccccc2)c(C)cc1[N+](=O)[O-] ?
N370S GC: -5.0%; DT40 TDP1 no CPT: inconclusive

Results for O=C(COC(=O)C(Cc1ccccc1)NC(=O)c1ccccc1)c1ccccc1 (stereo not given) ?
N370S GC: 14.0%; DT40 TDP1 no CPT: 0.9%; TDP1 block: 2.4%

Results for O=C(CCC(=O)N/N=C/c1ccc(Br)s1)NCc1ccccc1 ?
N370S GC: -18.1%; DT40 TDP1 no CPT: inconclusive; TDP1 block: 5.3%

What do the screens show for `NC(=O)c1ccc(SCC(=O)OCC(=O)NC2CCCCCCC2)c([N+](=O)[O-])c1`?
DT40 TDP1 no CPT: 0.2%; TDP1 block: 1.3%

How did CC(C)CC(C(=O)NCC1CCCO1)N(C(=O)Cn1nnc(-c2ccc(F)cc2)n1)c1ccccc1F (stereo not given) do in these assays?
N370S GC: 29.7%; DT40 TDP1 no CPT: -28.2%; TDP1 block: 1.0%

What do the screens show for `CN(C1CCCCC1)C(CNS(=O)(=O)c1ccccc1)c1ccccc1` (stereo not given)?
N370S GC: -5.3%; DT40 TDP1 no CPT: inconclusive; TDP1 block: 5.2%

What do the screens show for `O=C(N/N=C\c1ccc([N+](=O)[O-])o1)c1ccc(O)cc1`?
N370S GC: -17.8%[21.6 µM]; TDP1 block: -6.2%[56.1 µM]

How did COc1cc(C(=O)NCc2ccc(-c3nc4ccccc4o3)cc2)cc(OC)c1OC do in these assays?
N370S GC: 4.8%; DT40 TDP1 no CPT: -38.4%; TDP1 block: 6.1%

Results for Cc1nnc2ccc(-c3ccc(NS(=O)(=O)c4ccc(Cl)s4)cc3)nn12 ?
DT40 TDP1 no CPT: inconclusive; TDP1 block: -4.2%

What do the screens show for `Cc1nc(CN(C)C(=O)c2cc(COc3ccc4ncccc4c3)on2)cs1`?
N370S GC: -6.6%; DT40 TDP1 no CPT: 5.8µM*; TDP1 block: -10.1%

What do the screens show for `CN(C(=O)COC(=O)CSCc1cccc(Cl)c1)c1c(N)n(Cc2ccccc2)c(=O)[nH]c1=O`?
DT40 TDP1 no CPT: 5.5%; TDP1 block: 0.4%

Results for Cc1[nH]c2ccc(Br)cc2c(=O)c1CN1CCCCC1 ?
N370S GC: 0.5%; DT40 TDP1 no CPT: 2.4%; TDP1 block: 0.0%

Results for COc1ccccc1CCC(=O)Nc1nccs1 ?
N370S GC: -5.4%; DT40 TDP1 no CPT: inconclusive

Results for CCCCSc1nc(C)cc(C)c1S(=O)(=O)c1ccccc1C ?
N370S GC: 9.3%; DT40 TDP1 no CPT: inconclusive

How did COc1cccc(CNC(=O)C2CCN(c3nn4c(=O)cc(C)nc4s3)CC2)c1 do in these assays?
N370S GC: -15.0%; DT40 TDP1 no CPT: 28.7%&-24.9%; TDP1 block: 6.2%&-2.5%

What do the screens show for `C#CCOCCOCCOCCNc1nc(N2CCN(C(=O)[C@H](CCC(=O)O)n3cc(C(N)Cc4ccc(O)cc4)nn3)CC2)nc(N2CCN(C(=O)[C@H](Cc3cc4ccccc4[nH]3)n3cc(C(N)CC(C)C)nn3)CC2)n1` (stereo not given in full)?
N370S GC: -21.5%; TDP1 block: 7.7%

How did O=C(Nc1ccc(S(=O)(=O)N2CCCCC2)cc1)c1ccco1 do in these assays?
N370S GC: -20.8%; DT40 TDP1 no CPT: -19.5%

What do the screens show for `COc1ccc(/C=N/NC(=O)c2ccc(Br)o2)cc1Cn1cc([N+](=O)[O-])cn1`?
N370S GC: -6.4%; DT40 TDP1 no CPT: -1.9%; TDP1 block: 0.0%

Results for CCn1cc(Br)c(C(=O)N(C)Cc2ccccc2)n1 ?
N370S GC: 5.2%; DT40 TDP1 no CPT: inconclusive; TDP1 block: 1.1%

Results for O=C(NCCc1csc(-c2ccc(C(F)(F)F)cc2)n1)C(=O)Nc1cc(F)ccc1F ?
DT40 TDP1 no CPT: -11.9%; TDP1 block: 3.3%

Results for CCOC(=O)c1c(C(C#N)C#N)cc(C)nc1C ?
N370S GC: 20.2%; DT40 TDP1 no CPT: 6.1%; TDP1 block: 1.0%

Results for COc1ccc2c(C(=O)c3ccc(Cl)cc3)n(CCCC(N)=O)[n+]([O-])c2c1 ?
N370S GC: -12.7%; DT40 TDP1 no CPT: -24.3%; TDP1 block: 2.1%

What do the screens show for `Cc1ccc(S(=O)(=O)NCCCNS(=O)(=O)c2ccccc2[N+](=O)[O-])cc1`?
N370S GC: -2.1%; DT40 TDP1 no CPT: -22.5%

How did CCOCCCNC(=O)c1ccc(Br)cc1 do in these assays?
N370S GC: 14.6%; DT40 TDP1 no CPT: -3.5%; TDP1 block: -5.9%

How did CC(=O)CCc1oc2ccc(C)cc2c1-c1ccccc1 do in these assays?
N370S GC: 5.9%; DT40 TDP1 no CPT: -14.0%

What do the screens show for `O=C(NCCN1CCOCC1)C(=O)NCC1OCCN1C(=O)c1ccc(Cl)cc1` (stereo not given)?
N370S GC: 1.7%; DT40 TDP1 no CPT: -4.0%; TDP1 block: 3.9%

What do the screens show for `CC1CCCC(NC(=O)COC(=O)/C=C/c2ccco2)C1C` (stereo not given)?
DT40 TDP1 no CPT: 0.2%; TDP1 block: inconclusive

What do the screens show for `O=C(CCNC(=O)c1ccccc1)N=Nc1c(O)[nH]c2ccccc12`?
N370S GC: -5.3%; TDP1 block: -3.0%

What do the screens show for `O=C1CN(C(=O)c2ccc(S(=O)(=O)N3CCCC3)cc2)C(c2ccc(F)cc2)c2cc(F)ccc2N1` (stereo not given)?
DT40 TDP1 no CPT: inconclusive; TDP1 block: 2.9%

Results for Nc1ncnc2c1ncn2C1CC(O)C(CO)O1 (stereo not given) ?
N370S GC: 2.2%&10.4%; DT40 TDP1 no CPT: 4.61µM*; TDP1 block: 10.7%&10.9%[56.1 µM]

What do the screens show for `Fc1ccc(Nc2nc(-c3ccoc3)nc3ccccc23)cc1`?
N370S GC: 15.8µM*; DT40 TDP1 no CPT: inconclusive

Results for COc1ccc2[nH]c(=O)c(CN(c3ccccc3)S(=O)(=O)c3ccccc3)cc2c1 ?
N370S GC: 1.8%; DT40 TDP1 no CPT: 20.6µM*; TDP1 block: 2.8%

Results for CCOc1ccc(C(=O)Nc2ccncc2)cc1 ?
N370S GC: 11.0%; DT40 TDP1 no CPT: 18.4µM*; TDP1 block: -4.8%

What do the screens show for `Cc1ccc(-n2nnnc2SCc2nnc(-c3ccccc3Br)o2)c(C)c1`?
N370S GC: 10.9%; DT40 TDP1 no CPT: inconclusive; TDP1 block: 2.1%

Results for CC(=O)c1cc2c(cc1NC(=O)CN1CCN(c3ccc(F)cc3)CC1)OCO2 ?
N370S GC: -4.8%; DT40 TDP1 no CPT: -28.1%; TDP1 block: 4.4%

Results for COc1ccc(-c2[nH]ncc2CN2C[C@@H]3CCC[C@H]2C3)c(F)c1 ?
N370S GC: -13.4%; DT40 TDP1 no CPT: inconclusive; TDP1 block: 3.0%

Results for Cc1cccc(OCc2nc(C#N)c(N3CCCC3)o2)c1 ?
N370S GC: 12.5%; DT40 TDP1 no CPT: -26.4%; TDP1 block: 5.7%

Results for CCC(=O)N1CCc2cc(S(=O)(=O)NCCC(=O)Nc3ccc(CC)cc3)ccc21 ?
DT40 TDP1 no CPT: inconclusive; TDP1 block: 0.0%

Results for CCOc1cc(CNc2ccc(N3CCCC3)cc2)cc(Cl)c1OC ?
N370S GC: inconclusive; DT40 TDP1 no CPT: 3.66µM*; TDP1 block: 7.9%

How did N#C/C(=C\c1cccc([N+](=O)[O-])c1)C(=O)Nc1cccnc1 do in these assays?
N370S GC: 4.9%; DT40 TDP1 no CPT: -12.1%; TDP1 block: 4.9%

How did COc1c(C)cc(C(=O)C2CCCN(C(=O)/C=C/c3ccccn3)C2)cc1C (stereo not given) do in these assays?
N370S GC: 28.7%; DT40 TDP1 no CPT: -10.7%; TDP1 block: -2.7%

Results for Cn1cc(CN2CCN(Cc3cccnc3)CC2)c(-c2ccc3c(c2)OCCO3)n1 ?
N370S GC: 3.5%; DT40 TDP1 no CPT: -5.3%; TDP1 block: 7.7%

A portion of the library, so the mix of outcomes need not match the whole.
